# PL biosyn Enam = animal cell phospholipid biosynthesis inhibition, Enamine screen; ZR-82 CHO cells, pyrene fatty acid UV survival, CellTiter Blue; peroxisome-deficient CHO-K1 mutant line; plus DGAT-1, DGAT-2 and ACAT inhibitors; calls only at 10 µM; 20,000 compounds, 0.4% hits; AID 1347385;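 active = cell survival signal 2 SD away from solvent-only control wells, confirmed on one or two retests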;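 note: 3 h compound exposure then viability read about one day after UV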
# Calls only; i = inactive; + = active, no number. These rows are one share of the data; count on the stated rates, not on these rows.
SMILES,PL biosyn Enam
S=C(NN=C1c2ccccc2-c2ccccc21)Nc1ccccc1,i
CC1=CC(=O)C(C(=O)/C=C/c2ccsc2)C(=O)O1 (stereo not given),i
Cc1nc(SCc2c(C)noc2C)c2c(-c3cccs3)csc2n1,i
CC(=O)c1c(C)[nH]c(C(=O)NC2=NCCS2)c1C,i
NC(=O)Cc1ccc(C(=O)CSc2nnc(Cc3cccs3)n2C2CC2)s1,i
O=c1[nH]cnc2c(Cl)cc(Cl)cc12,i
COc1ccc(S(=O)(=O)N2CC3(C)CC2CC(C)(C)C3)cc1 (stereo not given),i
CSc1nc2ccc(N=Cc3ccc4ncccc4c3)cc2s1,i
NC1=NC(c2ccc3c(c2)OCO3)n2c(nc3ccccc32)N1 (stereo not given),i
COc1cc(CNC2CCC3CCCCC3C2)cc(OC)c1OC (stereo not given),i
Cc1cc(C)nc(NNC(=S)NC2CC3CCC2C3)n1 (stereo not given),i
COC1(OC)C2(Cl)C(Cl)=C(Cl)C1(Cl)c1c(OC(C)=O)ccc(OC(C)=O)c12,i
COc1cc(/C=N/N=C2\CC(c3ccccc3)N=N2)cc(I)c1O (stereo not given),i
NC(=O)NNC(=S)NC1CCCCC1,i
CN(C)c1ccc(Nc2ccc(C(F)(F)F)cc2[N+](=O)[O-])cc1,i
Clc1ccc(Cl)c(-c2nnc(-c3ccncc3)o2)c1,i
COC(=O)C12C3CC4C5C(/C(=N\NC(N)=S)C41)C2C53 (stereo not given),i
CSC1=NCCCN1,i
Oc1ccc(C(O)(C(F)(F)F)C(F)(F)F)cc1,i
COc1ccc2c(c1)CCC/C2=N\Nc1ncnc2sc3c(c12)CCCC3,i
C/C(=N\N=C(/C)c1ccc2c(c1)OCO2)c1ccc2c(c1)OCO2,i
CCN1CCN(C2=NS(=O)(=O)c3ccccc32)CC1,i
CN(C1CCS(=O)(=O)C1)S(=O)(=O)c1ccc(Cl)c(Cl)c1 (stereo not given),i
O=c1[nH]c2ccc(S(=O)(=O)N3CCN(C4CCS(=O)(=O)C4)CC3)cc2[nH]1 (stereo not given),i
CC(C)(C)c1nc2ccccc2n1CCOc1ccccc1Cl,i
Fc1ccccc1-c1nnc(SCc2ccccc2Br)o1,i
Cc1cc(NC(=O)CSc2nnc(C)s2)no1,i
O=C(/C=C/c1cccs1)NC1CCCC1,i
CCOC(=O)c1cc2c(oc1=O)c(I)cc1oc3c(c12)CCCC3,i
CC(C)(C)C1CCC(OCC(O)CN2CCCCC2)CC1 (stereo not given),i
Nc1nc(-c2cc3cc(Br)ccc3oc2=O)cs1,i
O=C1Nc2ccc(Br)cc2C1=C(c1nc2ccccc2s1)c1nc2ccccc2s1,+
c1nc(Oc2ccc3c(c2)CCC3)c2c3c(sc2n1)CCC3,i
COCCNC(=S)N=Nc1c(O)[nH]c2ccc([N+](=O)[O-])cc12,i
Cn1cnnc1SCc1cc([N+](=O)[O-])cc2c1OCOC2,i
S=C(Nc1ccc(Cl)cc1)Nc1ccc2cn[nH]c2c1,i
Clc1ccc(-c2nnc(SCc3cn4cc(Cl)ccc4n3)o2)cc1,i
Cc1cc(Cn2nnc3ccccc32)no1,i
CCC(=O)N(c1nnc(SCC(=O)NC(=O)c2cccn2C)s1)C1CC1,i
Nc1nc2ccccc2n2nnnc12,i
Cn1cccc1C(=O)NC(=O)COC(=O)c1ccc(Br)o1,i
Nc1ncnc(Nc2ccc(F)cc2)n1,i
CCCCCCn1c(N)c(S(=O)(=O)c2cc(Cl)ccc2Cl)c2nc3ccccc3nc21,i
O=C(CSc1nnc(SCC(=O)NC2CCCCCCC2)s1)NC1CCCCCCC1,i
O=C(NC1CCSc2ccccc21)C1c2ccccc2Oc2ccccc21 (stereo not given),i
Clc1c(-c2nnc(SCC34CC5CC(CC(C5)C3)C4)o2)sc2ccccc12,i
Cc1sc2nc(CN3CCOCC3)nc(SCc3cc(=O)n4c(C)csc4n3)c2c1C,i
Cc1ccc(C)c(N=c2scc(-c3ccc(C)c(C)c3)n2/N=C/c2ccc(O)cc2O)c1,i
Fc1ccc(-n2nc(SCCCSc3nn(-c4ccc(F)cc4)c(=S)s3)sc2=S)cc1,i
Nc1nc(O)c(C2=c3cc(Cl)cc(Cl)c3=NC2=O)s1,i
O=C(C1=CC=CN2CCS(=O)(=O)N=C12)N1CCN(c2ccccn2)CC1,i
Fc1ccccc1-c1n[nH]c(=S)n1C1CC1,i
COc1cc2nc(CSc3nnnn3C3CCCC3)[nH]c(=O)c2cc1OC,i
S=c1[nH]nc(-c2c[nH]c3ccccc23)n1C1CC1,i
Cc1csc(-n2c(C)cc(C3=NNC(=NCc4ccco4)SC3)c2C)n1,i
FC(F)(F)c1cccc(-n2c(-c3ccccc3)cn3c4ccccc4nc23)c1,i
Fc1ccccc1COc1nnc(-c2ccccc2)c2ccccc12,i
CCCCn1c(N)c(N(Cc2ccco2)C(=O)C2CCCO2)c(=O)[nH]c1=O (stereo not given),i
CC(C)NC(=S)Nc1ccc2cn[nH]c2c1,i
Cc1ccc2nc(CSc3nnnn3C3CC3)cn2c1,i

# At a glance, 4 of the compounds above.
SMILES,PL biosyn Enam
FC(F)(F)c1cccc(-n2c(-c3ccccc3)cn3c4ccccc4nc23)c1,i
Fc1ccccc1COc1nnc(-c2ccccc2)c2ccccc12,i
CCCCn1c(N)c(N(Cc2ccco2)C(=O)C2CCCO2)c(=O)[nH]c1=O (stereo not given),i
CC(C)NC(=S)Nc1ccc2cn[nH]c2c1,i

# The results go on.
SMILES,PL biosyn Enam
CCc1cc2c(SCc3cc(=O)n4cc(Br)ccc4n3)ncnc2s1,i
Cc1csc(NC2=NCCCCC2)n1,i
CNC(=S)Nc1ccc(Oc2ccc(NC(=S)NC)cc2)cc1,i
CCOC(CNCc1ccco1)OCC,i
O=c1cc(CSc2nnc(-c3cccnc3)o2)nc2sccn12,i
CN(C)S(=O)(=O)c1ccc(S(=O)(=O)N2CCCCC2)cc1,i
O=C(CCC1CCCCC1)NNC(=O)CC12CC3CC(CC(C3)C1)C2,i
Cn1cccc1C(=O)NC(=O)COC(=O)C1CC1,i
CCCc1noc2c1C(=O)C(C(=O)OC)C(C)(C)C2 (stereo not given),i
O=S(=O)(c1cccc(Cl)c1Cl)N1CCSc2ccccc21,i
O=S(=O)(NC1c2ccccc2Oc2ccccc21)c1ccc2c(c1)OCCO2,i
Cc1[nH]c(=O)n(C(C)(C)C)c(=O)c1Br,i
O=C(OCc1cc(=O)oc2cc(O)ccc12)c1cnccn1,i
O=C(O)CCN1C(=O)CSC1=S,i
Nc1ccc(N=Cc2ccc3c(c2)OCCO3)cc1,i
NC(=S)CN1C(=O)c2ccccc2S1(=O)=O,i
O=C(CCN1C(=O)NC2(CCCC2)C1=O)NCCC1=CCCCC1,i
CC(C)c1ccc(-c2nnc(N)s2)cc1,i
O=C(/C=C/C(=O)OCC(=O)C12CC3CC(CC(C3)C1)C2)OCC(=O)C12CC3CC(CC(C3)C1)C2,i
Brc1ccc(-c2n(-c3ccccn3)c3ccccc3[n+]2-c2ccccn2)cc1,i
CCOc1ccc(N=P2(N(CC)CC)/C(=C3\N(C)c4ccccc4C3(C)C)C=NN2C)c([N+](=O)[O-])c1 (stereo not given),i
O=S(=O)(Nc1nccs1)c1ccccc1,i
O=[N+]([O-])c1ccccc1/C=C/C1Nc2cccc3cccc(c23)N1,i
S=C(NCCc1ccccc1)N1CCSC1=NCCc1ccccc1,i
CC(C)(C)C(=O)NNC(=O)C(=O)N1CCOCC1,i
NC1=NC2(CCc3ccccc3C2)n2c(nc3ccccc32)N1 (stereo not given),i
C(=Nc1nc2ccccc2nc1N1CCN(C(c2ccccc2)c2ccccc2)CC1)N1CCOCC1,i
S=C(NC1CC2CCC1C2)NN1CCOCC1 (stereo not given),i
Nc1ccc([N+](=O)[O-])cc1S(=O)(=O)OCC(F)(F)C(F)F,i
O=[N+]([O-])c1ccc(N2CCNCC2)cc1NC1C2CC3CC(C2)CC1C3 (stereo not given),+
CC1(C)CC(N2CCOCC2)=CC(=[N+]2CCOCC2)C1,i
O=c1c2ccccc2nc(SCc2cc(=O)n3cc(Br)ccc3n2)n1CC1CCCO1 (stereo not given),i
O=[N+]([O-])c1c(NC2CC2)nc2ccccn12,i
CC(C)N1C(=O)C(=O)N(CC(=O)c2ccc(CNC(=O)C(C)(C)C)s2)C1=O,i
CN(C)c1ccc(/C=C2\CCC(=C3SCCS3)C2=O)cc1,i
Cc1cc(C)n(CC(=O)N/N=C/c2cc(C)n(CC(C)C)c2C)n1,i
O=[N+]([O-])c1ccc(Sc2nnc3ccccn23)cn1,i
C/C(=N\OCC(=O)O)c1cccs1,i
Cc1nc(=S)[nH]c(C)c1CCC(=O)NC12CC3CC(CC(C3)C1)C2,i
O=c1cc(CN2CCCCCC2)nc2sc3c(n12)CCCC3,i

# Reformatted as labelled records: two of the compounds above
O=[N+]([O-])c1c(NC2CC2)nc2ccccn12
  PL biosyn Enam = i
CC(C)N1C(=O)C(=O)N(CC(=O)c2ccc(CNC(=O)C(C)(C)C)s2)C1=O
  PL biosyn Enam = i

# Rewritten tab-delimited: 14 of the compounds above
structure	PL biosyn Enam
O=[N+]([O-])c1c(NC2CC2)nc2ccccn12	i
Nc1ccc([N+](=O)[O-])cc1S(=O)(=O)OCC(F)(F)C(F)F	i
CN(C)c1ccc(/C=C2\CCC(=C3SCCS3)C2=O)cc1	i
S=C(NC1CC2CCC1C2)NN1CCOCC1 (stereo not given)	i
C/C(=N\OCC(=O)O)c1cccs1	i
Cc1cc(C)n(CC(=O)N/N=C/c2cc(C)n(CC(C)C)c2C)n1	i
Cc1nc(=S)[nH]c(C)c1CCC(=O)NC12CC3CC(CC(C3)C1)C2	i
CCOc1ccc(N=P2(N(CC)CC)/C(=C3\N(C)c4ccccc4C3(C)C)C=NN2C)c([N+](=O)[O-])c1 (stereo not given)	i
CC(C)N1C(=O)C(=O)N(CC(=O)c2ccc(CNC(=O)C(C)(C)C)s2)C1=O	i
CC1(C)CC(N2CCOCC2)=CC(=[N+]2CCOCC2)C1	i
C(=Nc1nc2ccccc2nc1N1CCN(C(c2ccccc2)c2ccccc2)CC1)N1CCOCC1	i
O=[N+]([O-])c1ccc(Sc2nnc3ccccn23)cn1	i
CC(C)(C)C(=O)NNC(=O)C(=O)N1CCOCC1	i
O=c1cc(CN2CCCCCC2)nc2sc3c(n12)CCCC3	i

# Further structures follow.
SMILES,PL biosyn Enam
COc1ccc(C2C=C(c3ccc(Cl)cc3)Nc3ncnn32)c(OC)c1 (stereo not given),i
COc1ccc(N=Cc2cc([N+](=O)[O-])ccc2OC(F)F)cc1,i
Cn1c2cc3ccccc3c-2c(-c2ccccc2)c2ccccc21,i
O=C(COCC(=O)Nc1nc(-c2cccs2)cs1)Nc1nc(-c2cccs2)cs1,i
CC(Nc1ccc(S(=O)(=O)N2CCCC2)cn1)C1CC2CCC1C2 (stereo not given),i
O=C(CSc1nnc(NC2CCCCC2)s1)NN1C(=O)NC2(CCCCC2)C1=O,i
CN(C)C=Nc1ccc(S(N)(=O)=O)cc1,i
C(=C\c1ccc2ccccc2n1)/c1ccc(-n2ccnc2)cc1,i
COc1cc(Cl)c(S(=O)(=O)NC2CC(C)(C)NC(C)(C)C2)cc1Cl,i
O=P1(Nc2ccc3ccccc3c2)C=C(c2ccccc2)OC(c2ccccc2)=C1,i
SCc1nc2c3ccccc3ncn2n1,i
COc1ccc(N2C(=S)N(c3ccc(OC)cc3)C3CS(=O)(=O)CC32)cc1 (stereo not given),i
CC(C)(C)NCCCNC(C)(C)C,i
CC(C)Cc1nnc(NC(=O)C2CCCC2)s1,i
CN1/C(=C\C=Nc2ccc(Br)cc2)C(C)(C)c2ccccc21,i
CN(C)CCNC(=O)c1cc2c(=O)n3ccccc3nc2n1C,i
c1csc(-c2nnc(COc3ccc(-n4cnnn4)cc3)o2)c1,i
NC(C(=O)O)C(O)C(F)(F)F (stereo not given),i
O=C(Cn1nnc(-c2cccs2)n1)NCc1cccs1,i
Cc1ccc(-c2csc(/C=C/c3ccc(C(C)C)cc3)n2)cc1,i
Cc1occc1-c1nnc(SCC(=O)c2cc(C)n(C)c2C)n1C,i
CN(C)/N=C/c1cc(Br)c(O)c(Br)c1,i
O=C(CN1CSCC1=O)N1CCN(S(=O)(=O)c2cccs2)CC1,i
Cc1nc(-n2cnc3cc(C)c(C)cc32)c2c3c(sc2n1)CC(C)CC3 (stereo not given),i
Cn1c(=NC(=O)c2ccc3ccccc3n2)sc2ccccc21,i
O=[N+]([O-])c1cc(S(=O)(=O)N2CCOCC2)ccc1Sc1ccc(Br)cc1,i
COc1cc(OC)c(C2C=C(c3ccc(Cl)cc3)Nc3nnnn32)cc1OC (stereo not given),i
Cc1ccc(Nc2nc(N)nc(Cn3nnc(-c4ccc(C)cc4)n3)n2)cc1,i
COC(=O)NC1(C(Cl)(Cl)Cl)Oc2ccccc2O1,i
Clc1ccc2nc3c(c(-c4ccccc4)c2c1)COc1ccccc1-3,i
CCOC(=O)c1c(CC(C)C)csc1NC(=O)C1CC1,i
CCOC(=O)c1c(NC(NC(=O)OCC2CCCO2)C(Cl)(Cl)Cl)sc2c1CCCC2 (stereo not given),i
COC(=O)C1Sc2[nH]c(=O)sc2C(c2ccc(OC)cc2)C1C(=O)OC (stereo not given),i
COc1ccc(C2=NNC(=NC3CC3)SC2)cc1,i
S=c1n(CN2CCN(Cc3ccccc3)CC2)nc(-c2ccccc2)n1Cc1ccc2c(c1)OCO2,i
CN(C)S(=O)(=O)c1ccc(SCC(=O)N(CC2CCCO2)C2CCS(=O)(=O)C2)nc1 (stereo not given),i
CSCCC(NC(=O)c1ccco1)C(=O)O (stereo not given),i
C=CCn1c(=S)[nH]c2scc(C3CC3)c2c1=O,i
O=S(=O)(c1ccccc1)c1nc(NC2CCCC2)sc1Cl,i
O=C1OC(c2ccccc2)=N/C1=C\c1cccnc1,i
Cc1nc(Cc2nnc(SCC(=O)NN3C(=O)NC4(CCCCC4)C3=O)o2)cs1,i
CCCCn1c(N)c(N(CCC(C)C)C(=O)NCC)c(=O)[nH]c1=O,i
Cc1cc(C(=O)COC(=O)/C=C/c2ccco2)c(C)n1CC1CCCO1 (stereo not given),i
COC(=O)c1sc(N)c(C(=O)OC)c1COC(=O)c1cnc(C)cn1,i
Cc1nn(-c2ccccc2)c2c1P(=S)(N1CCN(C)CC1)/C(=C1/N(C)c3ccccc3C1(C)C)C=N2 (stereo not given),i
Nc1nc(CSc2nnnn2C2CCCC2)nc(Nc2ccc(F)cc2)n1,i
COc1cc(-c2nn(CN3CCCCC3)c(=S)o2)cc(OC)c1OC,i
